rCAG RNA binder – molecules binding r(CAG) RNA repeats; r(CAG) RNA repeat, TO-PRO-1 dye displacement fluorescence; inhibition, % at 3 µM; 370,000 compounds, 1.3% hits; AID 651821;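 active means inhibition above the plate cutoff, the mean of all test compounds on that plate plus 3 SD, cut at about 35% in these data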;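 further: 0% = DMSO alone and 100% = 100 µM mitoxantrone as full dye displacement; higher means more dye released from RNA so lower well fluorescence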
NPR2 activator – GC-B (human) receptor activation; P20594; 370,000 compounds, 0.11% hits; activation, % at 10 µM; HEK293-GC-B cells, CNP EC30, cGMP TR-FRET; 0% at EC30 CNP, 100% saturating CNP; AID 1920062;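 active means activation at 10 µM reaching about 35% in either raw or pattern-adjusted values, limit read from the data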
HTRA1 inh – HTRA1 (human) protease inhibition. Q92743. recombinant HTRA1, FP-rhodamine activity-based probe, fluorescence polarization. inhibition, % at 5.96 µM. 340,000 compounds, 0.5% hits. AID 504803; in the data active means inhibition above about 36%;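 further: 0% = enzyme with DMSO and 100% = wells lacking enzyme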
ARFGAP1 inh – rat ARFGAP1 inhibition. Arfgap1-stimulated ARF1 GTP hydrolysis, GDP FP detection. 360,000 compounds, 0.26% hits. inhibition, % at 16.5 µM;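 active means inhibition above a per-plate limit, mean inhibition of low control wells plus 3 SD, cut at about 25% in these data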;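 further: 0% = DMSO wells with enzyme and 100% = wells lacking Arfgap1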
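Material: rat Arfgap1 catalytic domain, aa 1-136; also added: human ARF1(Δ1-17)-GTP substrate; compound dosing: one concentration, 16.5 µM, DMSO 1.26%; incubation: GTP hydrolysis reaction 2 h at 25 °C; measured by: Tracer-displacement fluorescence polarization with EDTA stop, 620/688 nm; evaluation: % inhibition from polarization; repeats: one replicate per compound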
SMARCA2 act – increases SMARCA2 function in MMTV reporter cells | MG213 cells, MMTV-luciferase reporter, dexamethasone, overnight | activation, % at 9.1 µM | 370,000 compounds, 1% hits | AID 652017; in the data active means activation above about 7.8%;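 further: 0% = vehicle wells and 100% = reference activator wells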
PG9 Ab binder – PG9 antibody binding by small molecule. TR-FRET gp120-PG9 antibody binding. inhibition, % at 6.7 µM. 360,000 compounds, 0.43% hits. AID 624416; in the data active means inhibition above about 8.5%
ABHD4 inh – ABHD4 (mouse) inhibition, primary FP screen | Q8VD66 | AID 720543 | purified mABHD4, FP-Rh probe fluorescence polarization | 370,000 compounds, 0.54% hits | inhibition, % at 8.92 µM;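 active means inhibition exceeding the mean over every tested compound plus 3 SD, cut at about 30% in these data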;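 further: 0% = plate median of compound wells and 100% = S159A mutant with DMSO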
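Doses – 8.92 µM, single dose · Material – wild-type mouse ABHD4 protein · Replication – single well per compound (singlicate) · Measure – percent inhibition of probe binding, normalized to plate controls · Schedule – 45 min compound pre-incubation plus 60 min probe step, 25 °C · Detection – fluorescence polarization with parallel and perpendicular emission, 525/598 nm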
ASAP1 GAP inh – blocks human ASAP1-stimulated Arf1 GTP hydrolysis. GDP FP detection. inhibition, % at 16.5 µM. 360,000 compounds, 0.19% hits; in the data active means inhibition above about 25%;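 further: 0% = vehicle with enzyme and substrate and 100% = no enzyme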
Target sequence (Q9ULH1 325-724 limits assumed): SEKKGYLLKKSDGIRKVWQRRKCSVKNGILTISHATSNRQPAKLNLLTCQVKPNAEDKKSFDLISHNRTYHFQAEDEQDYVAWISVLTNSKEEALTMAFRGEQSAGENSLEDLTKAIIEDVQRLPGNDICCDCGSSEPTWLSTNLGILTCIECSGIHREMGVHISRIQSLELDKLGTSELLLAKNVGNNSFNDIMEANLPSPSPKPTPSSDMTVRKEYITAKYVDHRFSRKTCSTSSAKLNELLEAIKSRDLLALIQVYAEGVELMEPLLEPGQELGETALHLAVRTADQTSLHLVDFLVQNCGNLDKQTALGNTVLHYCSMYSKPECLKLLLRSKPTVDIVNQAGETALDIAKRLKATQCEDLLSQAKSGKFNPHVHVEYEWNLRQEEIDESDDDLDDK
NPR1 activator – GC-A (human) enzyme activation; P16066; HEK293 GC-A cells, cGMP TR-FRET, EC30 ANP; 0% at EC30 ANP, 100% saturating ANP; activation, % at 10 µM; 370,000 compounds, 0.14% hits; AID 1671463; in the data active means activation above about 40%
Rev-erbA mod – modulators of human Rev-erb alpha DNA binding. P20393. Rev-erbα–FITC-DNA binding, fluorescence polarization, 90 min. activity, % at 10 µM. 370,000 compounds, 0.79% hits;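 active means activity above about 14%, limit read from the data; passing the limit was not always enough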;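 further: 0% = DMSO wells with 35 nM protein and 100% = DMSO wells with 750 nM protein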
Target sequence (P20393 whole entry, looked up): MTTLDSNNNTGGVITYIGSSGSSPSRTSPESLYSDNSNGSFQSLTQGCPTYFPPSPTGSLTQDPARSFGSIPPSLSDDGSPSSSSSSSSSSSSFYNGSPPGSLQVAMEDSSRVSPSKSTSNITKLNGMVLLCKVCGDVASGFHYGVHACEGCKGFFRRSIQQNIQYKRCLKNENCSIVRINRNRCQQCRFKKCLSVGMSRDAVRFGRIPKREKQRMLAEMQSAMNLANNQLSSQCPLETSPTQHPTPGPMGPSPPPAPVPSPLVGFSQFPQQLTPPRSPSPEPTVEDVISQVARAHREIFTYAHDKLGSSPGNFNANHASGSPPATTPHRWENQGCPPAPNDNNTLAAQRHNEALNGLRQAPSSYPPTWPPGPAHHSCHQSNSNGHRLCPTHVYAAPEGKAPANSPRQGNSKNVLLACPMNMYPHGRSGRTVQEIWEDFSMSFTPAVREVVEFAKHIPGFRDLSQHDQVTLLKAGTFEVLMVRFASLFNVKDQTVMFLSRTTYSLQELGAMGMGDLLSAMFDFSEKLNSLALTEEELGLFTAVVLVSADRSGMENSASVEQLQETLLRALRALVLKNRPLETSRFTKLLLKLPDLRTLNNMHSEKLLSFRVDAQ
* hit, by the source's call; . = not tested or not shown.

SMILES | rCAG RNA binder | NPR2 activator | HTRA1 inh | ARFGAP1 inh | SMARCA2 act | PG9 Ab binder | ABHD4 inh | ASAP1 GAP inh | NPR1 activator | Rev-erbA mod
Cc1cc([N+](=O)[O-])nn1CC(=O)NCc1cccs1 | -1 | 0 | 1 | 5 | 1 | -2.6 | -1 | 7 | -1 | -1
Cc1cc(NC(=O)c2ccc(N3C(=O)CCC3=O)cc2)no1 | -1 | 3 | 7 | 3 | 2 | -0.8 | 2 | -4 | 2 | 0
CCOC(=O)CC[C@@H]1CC[C@]2(CCCN(C(=O)C3CCCC3)C2)O1 | 3 | 2 | . | . | -3 | . | 6 | . | 3 | -1
COc1ccc(-c2cc(-c3ccc(OC)cc3)nc(-c3ccc4c(c3)NC(=O)CO4)c2)cc1 | 8 | 2 | -11 | 6 | -4 | 0.3 | -28 | -5 | 0 | 2
COc1ccc2c(c1)c1ccccc1n2C | 4 | 0 | 2 | 10 | 8.9* | -0.8 | 8 | 9 | -1 | -5
CCN(CC(=O)Nc1c(F)cccc1F)C(=O)c1ccc2c(c1)OCCO2 | -3 | 4 | 4 | -9 | 1 | -0.2 | 3 | -7 | 7 | 2
CCCCCn1c(=O)[nH]c2cc(C(=O)O)ccc2c1=O | 0 | 2 | 3 | -2 | 1 | -0.5 | 4 | -7 | -2 | 1
Cc1ccccc1S(=O)(=O)/N=C(/c1ccccc1)N1CCOCC1 | -6 | 3 | 2 | 8 | 2 | 2.3 | -9 | 15 | -1 | -4
Cn1cnnc1Sc1ccc(/C=C/C(=O)c2ccc(O)cc2)cc1[N+](=O)[O-] | 4 | 5 | 6 | -10 | -1 | -1.4 | 1 | 7 | -1 | -2
COc1ccc(C(=O)COC(=O)CCC(=O)c2cccs2)cc1 | 0 | -3 | -1 | -9 | 1 | -0.9 | -8 | -10 | 5 | 1
O=C(Nc1cccc(F)c1)c1c(O)c2ccccc2[nH]c1=O | 1 | -3 | 3 | 2 | 0 | -1.9 | -1 | 7 | -3 | 4
CC(=O)Nc1ccc2[nH]c(C)c(CC=C(Cl)Cl)c(=O)c2c1 | 1 | 1 | 0 | -2 | 4 | -1.4 | 5 | 7 | 5 | -6

3 entries already listed, sorted by their value in NPR1 activator, descending:
mol	NPR1 activator
CCN(CC(=O)Nc1c(F)cccc1F)C(=O)c1ccc2c(c1)OCCO2	7
CC(=O)Nc1ccc2[nH]c(C)c(CC=C(Cl)Cl)c(=O)c2c1	5
CCCCCn1c(=O)[nH]c2cc(C(=O)O)ccc2c1=O	-2

Going on with the list:
SMILES | rCAG RNA binder | NPR2 activator | HTRA1 inh | ARFGAP1 inh | SMARCA2 act | PG9 Ab binder | ABHD4 inh | ASAP1 GAP inh | NPR1 activator | Rev-erbA mod
Cn1nccc1C(=O)Nc1sc2c(c1C#N)CCCC2 | 11 | -4 | 0 | -19 | -1 | -4.4 | -12 | -9 | -2 | -2
c1ccc(Sc2ncnc3c2oc2ccccc23)nc1 | 1 | -1 | 11 | -1 | 3 | 1.1 | -9 | 13 | -3 | -2
Cc1ccc(C(=O)/C=C/C(=O)c2ccc(C)cc2)cc1 | -2 | 14 | -3 | -2 | 6 | 2.1 | -2 | -5 | 17 | -1
COC(=O)[C@]1(Cc2ccccc2)N[C@H](CN(C)S(=O)(=O)c2ccc(OC(F)(F)F)cc2)[C@@H]2C(=O)N(C)C(=O)[C@@H]21 | 2 | 1 | -1 | -2 | -4 | 0.7 | -6 | 10 | 3 | 1
CSc1ccc(Cn2c(C)c(C(=O)NCc3ccco3)sc2=O)cc1 | 7 | 5 | . | 9 | -1 | 2.0 | -1 | 4 | 9 | -13
CCN(CC)CCN(Cc1cc2cc3c(cc2[nH]c1=O)OCO3)C(=S)NCCCOC | -3 | 2 | -3 | -4 | 0 | -0.7 | 2 | -9 | 5 | -1
C=CCNC(=S)NNC(=O)Cn1c(-c2ccccc2)cc(=O)n2ncnc12 | 9 | -4 | 1 | -9 | -3 | 2.2 | -13 | -10 | 4 | 4
S=C(NCc1ccco1)N1CCN(c2nc(-c3ccccc3)cs2)CC1 | 5 | 0 | -8 | 15 | -3 | 0.7 | -12 | -4 | 2 | -8
Cc1[nH]c2ccccc2c1-c1ccc(Cl)nn1 | 7 | -1 | 0 | -5 | 0 | -0.5 | 1 | 4 | -2 | 4
O=C(NCCc1cccc(C(F)(F)F)c1)C1CCC(=O)N(C2CC2)C1 (stereo unspecified) | -1 | -3 | 0 | 4 | -1 | -0.5 | 8 | -2 | 3 | 0
COc1ccc(CC(=O)Nc2nnc(C(C)(C)C)s2)cc1OC | 1 | 5 | 2 | 5 | -2 | -1.4 | 0 | -3 | 3 | 0
CS(=O)(=O)N(CC(=O)N1CCCCC1)c1sc2c(c1C#N)CCCC2 | -3 | 2 | -3 | -8 | -1 | -1.0 | 0 | 9 | -1 | 4

Look-ups from the entries so far:
Value of c1ccc(Sc2ncnc3c2oc2ccccc23)nc1 in PG9 Ab binder: 1.1
Value of CCN(CC)CCN(Cc1cc2cc3c(cc2[nH]c1=O)OCO3)C(=S)NCCCOC in ARFGAP1 inh: -4
Value of C=CCNC(=S)NNC(=O)Cn1c(-c2ccccc2)cc(=O)n2ncnc12 in SMARCA2 act: -3

Continued.
SMILES | rCAG RNA binder | NPR2 activator | HTRA1 inh | ARFGAP1 inh | SMARCA2 act | PG9 Ab binder | ABHD4 inh | ASAP1 GAP inh | NPR1 activator | Rev-erbA mod
COc1ccccc1C(C)NCC(=O)Nc1c(F)cccc1F (stereo unspecified) | -5 | -1 | -5 | -2 | -2 | 0.4 | 1 | -2 | 0 | 2
O=C(N/C(=C/c1ccccc1)C(=O)N1CCCCCC1)c1ccccc1 | -6 | -1 | -1 | 5 | -2 | -1.1 | 4 | -6 | -7 | -1
Cc1ccc(F)c(NC(=O)c2ccc(Cn3cc(Cl)cn3)cc2)c1 | -1 | -2 | -15 | 1 | 2 | -2.6 | -9 | -5 | -6 | -7
O=C(/C=C/c1ccccc1)N/C(=C/c1ccccc1)C(=O)Nc1ccccc1O | 10 | -1 | -27 | 3 | 5 | -2.7 | -21 | 4 | -1 | 1
CC(=O)C1=C(O)C(=O)N(Cc2ccco2)C1c1ccccc1F (stereo unspecified) | 1 | -3 | 10 | 7 | -7 | -2.2 | -3 | -4 | -2 | -4
COc1ccc(S(=O)(=O)N2CCN(C(=O)NC3CCCCC3)CC2)cc1OC | -4 | -5 | -4 | 17 | -6 | -1.5 | 3 | 7 | -1 | -1
CC(=O)Nc1ccc(/C=N/NC(=O)CNS(=O)(=O)c2ccccc2)cc1 | -5 | 5 | 3 | 8 | 0 | -1.3 | 0 | -6 | -1 | -2
O=C(Nc1ccncc1)c1ccc(Cl)c(S(=O)(=O)N2CCCC2)c1 | 0 | 0 | -1 | 5 | -3 | -1.4 | -7 | 15 | -1 | -5
COc1ccc(CNCc2cccc(OC)c2OC)cc1Br | -4 | -6 | -6 | 8 | -3 | -0.7 | 14 | -1 | -7 | -6
CC1=C(C(=O)OCC(C)C)C(c2ccsc2)NC(=O)N1 (stereo unspecified) | 3 | 0 | -10 | 6 | -1 | -0.8 | -3 | 4 | -2 | 5
Nc1nc(-c2ccc(Cl)cc2)c(S(=O)(=O)c2ccccc2)s1 | 4 | -2 | -29 | -4 | 0 | -0.8 | -21 | 5 | -6 | -1
Cc1ccccc1C(=O)Nc1ccnn1C1CCN(Cc2ccc(CO)o2)CC1 | -2 | 1 | -5 | 10 | 0 | 0.0 | 2 | -15 | 3 | -3
O=C(Nc1cccc(C(F)(F)F)c1)c1csc(COCCO)n1 | 0 | 3 | . | -12 | -1 | 1.0 | -5 | 4 | 0 | 0
COc1ccc(/C=C/c2c([N+](=O)[O-])c(=O)n(C)c(=O)n2C)cc1OC | 0 | 1 | 3 | -4 | -2 | -2.1 | 1 | 6 | -2 | -4
CC(C)(C)c1ccc(C2C(C#N)=C(N)Oc3n[nH]c(-c4cccnc4)c32)cc1 (stereo unspecified) | 3 | 5 | 8 | 2 | -1 | -2.6 | -3 | -11 | -2 | -2
CC(=O)NC1=NN(C(C)=O)C(C)(CC(=O)OC(C)(C)C)S1 (stereo unspecified) | -2 | 3 | 2 | 4 | 4 | -1.0 | 1 | 4 | 1 | -4
CC(C)COc1ccc(C(=O)Nc2ccccc2[N+](=O)[O-])cc1 | 2 | -5 | 0 | -1 | 2 | -1.3 | 2 | 9 | -7 | -1
NS(=O)(=O)c1ccc(CCNC(=O)Cc2ccccc2[N+](=O)[O-])cc1 | 1 | 2 | -6 | 8 | -2 | 1.1 | 4 | 1 | -2 | 3
CC1CCN(S(=O)(=O)c2ccc(NC(=O)Cc3ccc(S(=O)(=O)N4CCOCC4)s3)cc2)CC1 | 17 | -4 | -32 | 6 | -4 | -0.9 | -23 | -2 | -2 | -1
CCOC(=O)N1CCc2c(sc(NC(=O)CCS(=O)(=O)c3ccccc3)c2C(N)=O)C1 | 1 | -1 | 0 | -3 | -1 | -3.6 | 7 | 5 | 3 | 2
CS(=O)(=O)N(CC(=O)Nc1ccc(F)cc1)C1CCCCC1 | 0 | 1 | 2 | -14 | 5 | 1.5 | 3 | 1 | -1 | -5
COc1cc(OC)cc(C(=O)N[C@H](C(=O)NCCc2ccc(S(N)(=O)=O)cc2)C(C)C)c1 | 6 | -11 | 3 | 6 | -3 | 2.1 | 0 | -13 | -1 | 3
C/C(=N\NC(=O)c1cccc([N+](=O)[O-])c1)c1cccs1 | 4 | 0 | -4 | 12 | 3 | -2.6 | 5 | 4 | 0 | 6
O=C(NCCS(=O)(=O)N1CCN(c2ccc(F)cc2)CC1)C12CC3CC(CC(C3)C1)C2 | -7 | -1 | -6 | -6 | 1 | 0.2 | 5 | -14 | -2 | 1
COc1cccc(C(=O)N2CCC2(C)C(=O)O)c1 (stereo unspecified) | 2 | 2 | . | -5 | -6 | 0.8 | 3 | -10 | 5 | 2
NC(=O)c1ccccc1NS(=O)(=O)Cc1ccc(Cl)cc1 | 9 | 5 | 0 | 13 | -3 | -1.5 | 13 | 1 | 3 | -1
CC(C)CCSc1nc2[nH]ncc2c(=O)[nH]1 | 2 | 6 | -1 | 0 | 0 | -2.6 | -1 | -1 | 9 | 1
C=C(C)COc1ccc2c(C)c(CC(=O)N3C[C@H]4C[C@@H](C3)c3cccc(=O)n3C4)c(=O)oc2c1 | -1 | 5 | 3 | -3 | 1 | -0.1 | 1 | -8 | 10 | 4
COc1ccc(CN(N=O)C2CC(=O)N(c3ccc(OC)cc3)C2=O)cc1 (stereo unspecified) | -2 | 2 | . | 4 | -2 | -0.8 | 2 | -2 | 0 | -3
CC(=O)Nc1ccc(S(=O)(=O)Nc2nc3ccccc3nc2Nc2ccc(O)cc2)cc1 | 21 | -1 | 9 | 10 | -2 | -1.8 | 7 | 2 | -1 | 4
NS(=O)(=O)c1ccc(NC(=O)N[C@@H](Cc2ccccc2)C(=O)O)cc1 | 3 | -4 | 6 | 0 | -2 | 1.4 | -12 | -3 | -7 | 0
O=S1(=O)CC(N2CC=CC2)CN1Cc1cn(Cc2cccc(C(F)(F)F)c2)nn1 (stereo unspecified) | 0 | 5 | . | 5 | -6 | -1.2 | -3 | -13 | -1 | 0
COc1ccccc1N1CC(C(=O)Nc2nnc(SCC(=O)NC(C)C)s2)CC1=O (stereo unspecified) | 4 | 5 | 0 | -14 | 0 | -0.5 | 4 | -10 | 4 | 0
COc1ccc(C)cc1NC(=O)C(=O)NCc1ccncc1 | -3 | 5 | 6 | -15 | -2 | -0.7 | -4 | -2 | 0 | -3

Assay outcomes (PubChem)
